Calpain2 inh – blocks pig calpain II enzyme activity; actives 0.37% (n = 220,000); inhibition, % at 16 µM; purified calpain II, fluorogenic peptide substrate, 30 min;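 active = inhibition above about 50%, limit read from the data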
Furin inh – inhibitors of human furin | P09958 | purified furin, fluorogenic substrate cleavage | inhibition, % at 30 µM | actives 0.061% (n = 220,000); in the data active = inhibition above about 25%; also: inactives centre near -15
TRPN1 ag – activates the zebrafish TRPN1 channel. actives 0.18% (n = 220,000). HEK293 zebrafish TRPN1-YFP, Fluo-8 calcium fluorescence; 100% = response to 87 µM carbachol. AID 1424. activation, % at 3 µM;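 active = activation above its plate's cutoff, the mean activation of test wells on that plate plus 3 SD, cut at about 19% in these data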;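 also: 0% = DMSO alone and 100% = 87 µM carbachol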
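System: zebrafish TRPN1-YFP in HEK293 cells / Dosing: 3 µM single point / Timing: dye loading 1 h at 37 °C, then 30 min room temperature / Signal: Fluo-8 calcium fluorescence, excitation 470-495 nm, emission 515-575 nm / Read-out basis: percent activation from peak over basal fluorescence ratio, control-normalized / Control set: high carbachol 87 µM, low DMSO alone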
thrombin 1536 – inhibitors of human thrombin. actives 0.26% (n = 220,000). inhibition, % at 5 µM. alpha-thrombin, Boc-VPR-AMC fluorogenic substrate cleavage;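 active = inhibition at or above 40%; inactive = inhibition below 40%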;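 also: 0% = enzyme with no compound and 100% = wells without enzyme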
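Test system: human alpha-thrombin; medium: pH 7.5 Tris-saline with Tween 20; times: reaction at room temperature; signal: AMC fluorescence at 355 nm excitation and 460 nm emission; also added: Boc-VPR-AMC substrate, 15 µM final; dosing: one concentration per compound, 5 µM, with 0.2% DMSO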
EBV gp42 block – blocks Epstein-Barr virus glycoprotein 42 binding; Fluorescence polarization binding assay, mP read-out; actives 0.42% (n = 220,000); inhibition, % (tested at 21.74 µM); Q1HVG2; AID 1085; in the data active = inhibition above about 50%
PPC-1+TRAIL kill – PPC-1 cancer cell killing with TRAIL present; actives 0.41% (n = 220,000); PPC-1 cells + TRAIL, ATPLite viability luminescence; cell killing (% activity), % at 4 µM;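 active = cell killing above 50% in the first pass at 4 µM, then a duplicate retest at 5 µM averaging 50% or more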;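 also: plate controls were cells with TRAIL plus DMSO for no effect and medium-only wells lacking cells for full effect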
KCC2 mod – modulates chloride dependent transport by human KCC2 | KCC2 cells, thallium flux FluoZin-2 fluorescence | B-score of Tl+ flux slope (higher = more flux/activation; lower = inhibition) at 10 µM | actives 2.2% (n = 190,000);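 active = thallium flux slope and its plate-corrected score both differing from the plate sample mean at a set confidence after two filtering rounds, in either direction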;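 also: slope of fluorescence scaled to starting intensity during 10 to 20 s after thallium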
Target sequence (Q9H2X9 whole entry, looked up): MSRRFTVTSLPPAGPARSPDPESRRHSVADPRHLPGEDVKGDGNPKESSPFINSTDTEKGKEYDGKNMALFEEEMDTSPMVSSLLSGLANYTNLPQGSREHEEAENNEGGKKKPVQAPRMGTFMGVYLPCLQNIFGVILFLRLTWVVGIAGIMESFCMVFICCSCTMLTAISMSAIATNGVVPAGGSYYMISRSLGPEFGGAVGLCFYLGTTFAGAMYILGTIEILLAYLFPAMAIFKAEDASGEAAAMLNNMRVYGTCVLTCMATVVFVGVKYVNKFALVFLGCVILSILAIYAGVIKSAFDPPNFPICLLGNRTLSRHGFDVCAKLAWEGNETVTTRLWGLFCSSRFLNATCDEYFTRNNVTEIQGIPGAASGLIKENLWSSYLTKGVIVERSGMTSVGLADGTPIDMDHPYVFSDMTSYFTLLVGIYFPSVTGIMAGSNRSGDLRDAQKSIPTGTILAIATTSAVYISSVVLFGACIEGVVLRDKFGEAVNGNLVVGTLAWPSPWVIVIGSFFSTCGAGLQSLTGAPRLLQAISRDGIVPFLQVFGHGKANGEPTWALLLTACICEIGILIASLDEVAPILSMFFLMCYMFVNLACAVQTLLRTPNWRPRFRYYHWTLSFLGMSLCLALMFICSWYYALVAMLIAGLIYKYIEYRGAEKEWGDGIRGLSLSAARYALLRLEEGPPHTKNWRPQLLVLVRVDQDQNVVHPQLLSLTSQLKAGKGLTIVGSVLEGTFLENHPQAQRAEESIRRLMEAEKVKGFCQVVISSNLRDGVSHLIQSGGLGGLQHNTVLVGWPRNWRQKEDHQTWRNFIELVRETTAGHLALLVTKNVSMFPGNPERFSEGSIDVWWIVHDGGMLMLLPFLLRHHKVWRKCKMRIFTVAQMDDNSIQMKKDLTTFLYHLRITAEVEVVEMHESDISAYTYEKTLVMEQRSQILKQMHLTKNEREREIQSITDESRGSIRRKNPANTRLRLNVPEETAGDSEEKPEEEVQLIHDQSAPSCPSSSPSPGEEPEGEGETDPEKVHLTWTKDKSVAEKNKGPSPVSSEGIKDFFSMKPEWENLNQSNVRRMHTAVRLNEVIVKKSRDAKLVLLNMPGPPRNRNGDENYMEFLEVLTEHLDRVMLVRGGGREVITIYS
Tb hexokinase – blocks Trypanosoma brucei hexokinase 1 activity; recombinant TbHK1, G6PDH-coupled NADH A340; inhibition, % at 10 µM; actives 0.11% (n = 220,000);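 active = inhibition of 50% or more in the single-dose primary screen; inactive = inhibition below 50%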
TRPML3 ag – human mucolipin-3 channel agonism. Q8TDD5. HEK293 TRPML3-YFP, Fluo-8 calcium fluorescence; 100% = the carbachol control signal. activation, % at 3 µM. actives 0.29% (n = 220,000). AID 1448;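 active = activation above its plate's cutoff, the mean activation of the plate's test wells plus 3 SD, cut at about 12% in these data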;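 also: 0% = DMSO only wells and 100% = carbachol wells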
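system = HEK293 cells stably carrying human TRPML3-YFP | doses = one concentration, 3 µM nominal, 0.3% DMSO | timing = dye loading 1 h 37 °C then 30 min ambient, 125 s read | detection = Fluo-8 calcium dye fluorescence, ex 470-495, em 515-575 nm | benchmarks = high control carbachol 87 µM, low control DMSO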
* marks the source's active call; other numbers are inactive results; . = no result given; & = joins results of further samples; [ ] = remark or other dose.

No.	Molecule	TRPML3 ag	KCC2 mod	Furin inh	Tb hexokinase	PPC-1+TRAIL kill
1	O=C(C1=NN[C@@H]2C(=O)N(c3cccc(C(F)(F)F)c3)C(=O)[C@H]12)C(c1ccccc1)c1ccccc1	0.7	-0.256	-10.5	-0.7	2.2
2	COc1ccc(C(=O)Nc2ccc3c(c2)C(=O)c2ccccc2C3=O)cc1OC	1.0	-0.212	-16.9	-17.2	-11.1
3	CN(C)Cc1nc2ccccc2c(=O)n1CC#N	1.1	-0.0294	-29.9	0.1	23.1
4	Nc1ccc(S(=O)(=O)N2CCCC2)cc1	0.5	.	-39.0	-3.1	26.5
5	CCCc1cc(C(=O)NNC(=S)NCC2CCCO2)cs1 (stereo not drawn)	0.3	0.397	-11.3	4.6	19.8
6	COC(=O)c1c(-c2c(Cl)cccc2Cl)noc1NC(=O)N(C)C	-0.3	.	-21.0	-5.7	2.4
7	O=C(CCCOc1ccc(Cl)cc1)Nc1ccc(N2CCOCC2)cc1	0.7	-0.333	-6.7	0.7	9.9
8	Cc1nn(Cc2ccc(F)cc2)c2sc(C(=O)Nc3ccccc3N3CCOCC3)cc12	-0.2	0.0592	-1.9	32.6	6.0
9	COc1cc(Br)c(C(C)NC(=O)c2ccccc2)cc1OC (stereo not drawn)	-0.1	0.524	-14.5[20 µM]	-3.4	25.9
10	CC(C)(C)NC(=O)N1CCN(c2nc(-c3ccccc3)ns2)CC1	2.0	-0.853	-11.2	-4.1	12.1

No.	EBV gp42 block	TRPN1 ag	Calpain2 inh	thrombin 1536
1	-4.9	0.1	-23.2	-11.1
2	-7.9	1.8	-5.5	-6.2
3	-20.6	-0.9	-5.5	-2.4
4	-5.9	1.1	7.4	-1.8
5	-1.6	-0.9	11.0	-4.1
6	-1.7	1.3	-0.6	-6.2
7	2.1	2.7	-7.9	-4.2
8	-20.6	0.5	-11.0	4.8
9	-7.0	0.5	10.2	2.7
10	6.3	8.3	20.6	-3.6

Look-ups from the list.
cpd 4 @ Furin inh = -39.0
cpd 7 @ TRPN1 ag = 2.7

The list goes on.
No.	Molecule	TRPML3 ag	KCC2 mod	Furin inh	Tb hexokinase	PPC-1+TRAIL kill
11	CCC(=O)NC(=S)Nc1ccc(NC(=O)c2ccco2)c(OC)c1	0.4	0.316	-17.2	-8.3	19.0
12	N#C/C(=C\C=C\c1ccccc1)c1nc(-c2ccc(Cl)cc2)cs1	0.4	0.981	-5.7	-12.2	7.3
13	CCN(CCCNC(=O)COc1cc(=O)n(C)c2ccccc12)c1ccccc1	0.1	0.25	-11.2	-1.1	17.3
14	O=C(NC1CCS(=O)(=O)C1)c1cccc(S(=O)(=O)N2CCCCC2)c1 (stereo not drawn)	0.7	0.557	22.2[20 µM]	-2.1	26.6
15	CCOC(=O)NC1c2ccccc2Oc2ccccc21	-1.2	-0.572	-3.0	-8.1	0.8
16	COc1ccc(-c2nc(-c3ccccn3)no2)cc1	0.8	0.353	-15.1	-1.0	92.5*[5 µM]
17	CC(=O)c1nn(-c2cccc(Br)c2)cc1C(=O)c1ccccc1	-0.5	-0.0331	-10.5[20 µM]	-5.0	2.1[5 µM]
18	Cc1cc(OC(=O)N2CCCCC2)cc(C)c1Cl	-0.8	-0.0153	-6.1[20 µM]	2.3	-1.8
19	Clc1cccc(Cl)c1NC1=NCCN1	0.4	-0.362	.	.	-4.2
20	COc1ccccc1Nc1nc(C)cs1	0.1&0.6	0.231&1.15	-25.8	0.3&-2.0	15.0&-1.2

No.	EBV gp42 block	TRPN1 ag	Calpain2 inh	thrombin 1536
11	-1.4	0.9	1.1	-7.3
12	0.4	1.1	-12.9	4.0
13	-17.3	0.4	-5.5	-5.5
14	1.7	-0.2	-14.1	-1.8
15	-5.5	-2.8	-9.0	-7.3
16	-8.8	0.7	-19.5	-11.4
17	4.1	0.4	-35.9	-7.0
18	-7.3	-0.4	10.8	-11.2
19	-8.2	1.1	14.3	.
20	-25.4&-8.4	0.8&-0.2	-29.4&2.5	1.8&-0.9

Going on with the list.
No.	Molecule	TRPML3 ag	KCC2 mod	Furin inh	Tb hexokinase	PPC-1+TRAIL kill
21	CC(=O)N(C(C)=O)c1c(N2CCOCC2)c2ccccc2oc1=O	0.0	.	-20.3[20 µM]	-19.4	-0.1
22	Cc1ccc(C)c(-n2c(Cc3cc(=O)[nH]c(=O)[nH]3)nnc2SC(C)C)c1	-0.3	0.118	-17.3	-7.0	0.1
23	CCC(CC)C(=O)N1N=C(c2ccc(NS(C)(=O)=O)cc2)CC1c1ccccc1 (stereo not drawn)	-0.6	-0.918	-17.7	-32.8	10.9
24	Cc1cc2ncn(/N=C/c3ccc4c(c3)OCO4)c2cc1C	1.4	-1.61	-30.6	-29.1	41.1
25	CCn1c(Cc2c(C)[nH]c3ccccc23)nnc1SCC(=O)NCc1ccco1	-0.1	-0.938	-18.8[20 µM]	-6.3	13.7
26	COc1ccc(C(=O)NC2CCN(C(=S)Nc3cc(C)ccc3C)CC2)cc1	0.0	.	-22.4[20 µM]	-3.5	20.2
27	CCOC(=O)N1CCN(c2cc(=O)n(Cc3ccc(F)cc3)c(=O)[nH]2)CC1	-0.1	0.0568	-14.1[20 µM]	4.0	4.0
28	O=C(O)CC1S/C(=N\N=C2CCCCCCC2)N(c2ccccc2)C1=O (stereo not drawn)	0.5	0.126	-15.7	-5.2	14.4
29	Cc1ccc2c(c1)[C@@H]1CN(C)CC[C@@H]1N2S(=O)(=O)c1ccc([N+](=O)[O-])cc1	1.2	1.53	-12.2[20 µM]	-2.5	19.5
30	CC(c1nc2ccccc2o1)N1C(=O)c2ccccc2C1=O (stereo not drawn)	0.2	0.346	-21.7[20 µM]	-1.3	23.5

No.	EBV gp42 block	TRPN1 ag	Calpain2 inh	thrombin 1536
21	-3.7	0.7	21.4	1.9
22	0.8	1.0	13.7	2.3
23	-4.9	0.6	-335.2	-0.8
24	-22.4	0.4	-44.0	-4.1
25	-14.5	-1.3	-27.6	2.0
26	-17.1	0.6	3.0	-14.6
27	-7.8	0.1	-13.3	1.6
28	-0.5	1.4	-16.6	-4.5
29	-3.9	1.2	17.9	-4.9
30	-21.6	-1.0	9.3	-3.7

The listing continues:
No.	Molecule	TRPML3 ag	KCC2 mod	Furin inh	Tb hexokinase	PPC-1+TRAIL kill
31	CCOC(=O)c1c(-c2ccccc2)csc1NC(=O)COc1ccc2c(C)cc(=O)oc2c1	0.7	0.89	-10.1	-15.2	15.6
32	CC(C)n1c(CSCc2ccc(Cl)cc2Cl)n[nH]c1=S	-1.3	9.29*	-23.6	-4.2	-1.2
33	COc1cc(/C=C/c2nc(N)nc(-c3ccccc3O)n2)cc(OC)c1OC	0.9	-0.0258	-11.9	-30.7	0.6
34	Cc1ccc(-n2ncc(C#N)c2N)cc1	0.1	-2.59	-24.8	-15.7	8.4
35	Cc1ccc(S(=O)(=O)NCCC(C)C)cc1[N+](=O)[O-]	-0.2	-0.613	10.5	35.8	18.8
36	CCO[C@@H]1OC(C(=O)N2CCN(Cc3ccc4c(c3)OCO4)CC2)=C[C@H](C2CC2)[C@H]1CCCO	2.9	-0.0399	-4.1	-6.3	1.1
37	O=C(Nc1ccccc1Cl)C1CC(=O)n2c(nc3ccccc32)N1 (stereo not drawn)	0.9	-0.279	-14.7	-3.3	-0.6
38	O=C(C1CCN(S(=O)(=O)c2ccc3c(c2)OCCO3)CC1)N1CCc2ccccc21	0.0	-0.039	-12.0	-3.7	2.2
39	Cc1cc(C(=O)COC(=O)Cn2c(C(F)(F)F)nc3ccccc32)c(C)n1Cc1ccco1	-0.3	-0.211	-27.0	-1.6	-4.7
40	COc1cc2c(cc1NS(=O)(=O)N1CCCC1)oc1ccccc12	-0.5	0.271	-8.8[20 µM]	0.3	0.2

No.	EBV gp42 block	TRPN1 ag	Calpain2 inh	thrombin 1536
31	-7.1	1.0	-36.9	-3.2
32	4.4	0.5	34.3	1.6
33	-1.2	1.0	-94.5	0.7
34	-2.3	0.4	-11.7	-8.0
35	10.0	-1.2	12.4	-3.2
36	-13.1	-0.5	15.1	-0.9
37	-9.3	0.0	-3.9	-1.1
38	4.9	-1.0	-0.3	-5.6
39	-22.4	0.2	3.7	-2.4
40	5.8	-0.4	-55.7	-15.9

5 compounds from above, showing only TRPN1 ag.
cpd	Compound	TRPN1 ag
14	O=C(NC1CCS(=O)(=O)C1)c1cccc(S(=O)(=O)N2CCCCC2)c1 (stereo not drawn)	-0.2
15	CCOC(=O)NC1c2ccccc2Oc2ccccc21	-2.8
16	COc1ccc(-c2nc(-c3ccccn3)no2)cc1	0.7
17	CC(=O)c1nn(-c2cccc(Br)c2)cc1C(=O)c1ccccc1	0.4
18	Cc1cc(OC(=O)N2CCCCC2)cc(C)c1Cl	-0.4

(cont.)
No.	Molecule	TRPML3 ag	KCC2 mod	Furin inh	Tb hexokinase	PPC-1+TRAIL kill
41	COc1ccc(N2CCN(C(=O)COc3ccc4ccccc4c3)CC2)cc1	0.4	.	-4.6[20 µM]	1.1	7.0
42	CNC(=O)c1[nH]cnc1C(=O)N[C@@H](Cc1ccccc1)C(=O)OC(C)(C)C	0.4	0.039	-31.1	-6.6	5.8
43	COC(=O)c1ccc(N=Nc2ccccc2)cc1	0.2	0.241	-21.1	-11.6	10.9
44	COc1ccc(C(=O)Oc2cccc3cccnc23)cc1[N+](=O)[O-]	1.0	-1.95	-18.4	0.3	2.8
45	Cc1ccc(NC2=NCC(=O)N2C2CCCC2)cc1	0.0	0.393	-16.0	-6.0	3.8
46	O=S(=O)(NC1CCCCC1)c1ccc(S(=O)(=O)N2CCN3CCCC3C2)cc1 (stereo not drawn)	0.9	0.545	0.5	-0.6	2.2
47	COc1ccc(OCC(O)CNc2ccc(Br)cc2)cc1 (stereo not drawn)	0.7	-1.36	-10.6[20 µM]	0.5	17.4
48	Cc1nc2c3ccccc3n(CCN3CCCCC3)c2s1	-0.5	.	-18.1[20 µM]	5.8	2.8
49	COC(=O)c1cc2c(s1)-c1ccccc1CC2	0.1	0.579	-23.5[20 µM]	-6.7	15.3
50	O=C(NCC1CCCO1)c1ccc2ccccc2n1 (stereo not drawn)	0.7	1.17	-20.8[20 µM]	17.1	20.5
51	CCOC(=O)CSc1ncnc2c1cnn2-c1ccc(C)cc1C	-0.2	-1.44	-10.9	-0.9	10.0
52	C/C(=N\NC(=O)CN1CCN(Cc2ccccc2)CC1)c1cccs1	0.7	-0.278	-21.0	-15.9	-6.6

No.	EBV gp42 block	TRPN1 ag	Calpain2 inh	thrombin 1536
41	-6.1	1.7	0.0	-3.2
42	-6.0	0.4	8.0	0.8
43	3.6	0.6	5.5	-1.0
44	-2.1	1.2	17.3	-13.3
45	-17.9	1.2	1.1	6.9
46	-3.1	4.9	16.1	1.2
47	24.9	-0.7	18.6	-20.9
48	-7.3	1.1	-6.8	-6.0
49	-12.2	0.2	-350.2	-0.8
50	-4.2	-1.2	13.6	9.5
51	-19.6	-1.8	-25.5	-8.9
52	-7.2	1.6	-8.9	-10.4

Whole records, looked up by structure. Screens in order: TRPML3 ag, KCC2 mod, Furin inh, Tb hexokinase, PPC-1+TRAIL kill, EBV gp42 block, TRPN1 ag, Calpain2 inh, thrombin 1536
Listed for O=S(=O)(NC1CCCCC1)c1ccc(S(=O)(=O)N2CCN3CCCC3C2)cc1 (stereo not drawn) → 0.9, 0.545, 0.5, -0.6, 2.2, -3.1, 4.9, 16.1, 1.2
Listed for COC(=O)c1cc2c(s1)-c1ccccc1CC2 → 0.1, 0.579, -23.5[20 µM], -6.7, 15.3, -12.2, 0.2, -350.2, -0.8

No enrichment for hits. About 3.6% of those tested had a hit in this group.
